# Screening data: PubChem BioAssay, Johns Hopkins Ion Channel Center
# TMEM16A act = mouse TMEM16A channel activation, primary screen. 340,000 compounds, 0.3% hits. Q8BHY3. B-score at 10 µM. HEK293 TMEM16A/YFP-H148Q/I152L, iodide quench fluorescence; stronger effect = lower value. AID 623877;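 active means fluorescence-ratio B-score plate-corrected deviation score at least 3 library SD below zero, with starting fluorescence score within 5 deviations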;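 further: channel opened by trigger with iodide after compound preincubation; score built on the fluorescence ratio of max minus min over baseline; more negative score means more quench and so TMEM16A activation or potentiation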
# hERG rescue = shields human hERG channel from block by proarrhythmic agents. Q12809. CHO-hERG, FluxOR thallium flux, dofetilide IC70 present. activation (rescue from dofetilide block), less the hit threshold, % at 10 µM. 310,000 compounds, 0.51% hits. AID 1511;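 active means activation above the mean of controls blocked by dofetilide plus 5 SD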;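 further: thallium influx through hERG after potassium depolarization seen as dye fluorescence rise; in these data hits start at about 4.7%; inactives centre near -7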
# KCNK9 inh = blocks the human KCNK9 two-pore domain potassium channel. AID 488922. Q9NPC2. 310,000 compounds, 1.2% hits. HEK293 KCNK9, FluxOR thallium flux fluorescence; stronger effect = lower value. B-score at 10 µM;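 active means ratio B-score over 3 SD below the library mean, with starting fluorescence within 5 SD of its mean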;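 further: negative B-score means less thallium flux so channel inhibition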
# Target sequence (Q9NPC2 whole entry, looked up, the tested form may be a part): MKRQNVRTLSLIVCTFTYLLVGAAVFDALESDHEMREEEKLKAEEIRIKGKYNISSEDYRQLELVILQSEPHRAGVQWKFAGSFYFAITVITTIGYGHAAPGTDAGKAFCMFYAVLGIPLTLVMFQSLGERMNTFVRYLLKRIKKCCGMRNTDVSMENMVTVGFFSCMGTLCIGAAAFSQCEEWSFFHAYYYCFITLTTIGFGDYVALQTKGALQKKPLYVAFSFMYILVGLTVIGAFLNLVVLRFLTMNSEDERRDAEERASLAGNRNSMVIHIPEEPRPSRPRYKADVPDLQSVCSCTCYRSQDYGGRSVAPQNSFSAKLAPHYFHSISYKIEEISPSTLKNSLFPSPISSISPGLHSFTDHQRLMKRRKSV
# RGS4 block = human RGS4 inhibition; AID 463165; 310,000 compounds, 0.45% hits; HEK293 M3R/RGS4 inducible, Fluo-4 calcium flux; stronger effect = higher value; triggered by carbachol at its EC20; P49798; B-score at 10 µM;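 active means B-score, a plate-corrected calcium signal, over three deviations above library mean, with baseline fluorescence within five deviations of library mean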;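 further: RGS4 expression induced by doxycycline in cells with stable M3 receptor; B-score is computed from the integrated fluorescence ratio over baseline after carbachol; higher B-score means a larger calcium signal and so more RGS4 inhibition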
# Target sequence (P49798 whole entry, looked up): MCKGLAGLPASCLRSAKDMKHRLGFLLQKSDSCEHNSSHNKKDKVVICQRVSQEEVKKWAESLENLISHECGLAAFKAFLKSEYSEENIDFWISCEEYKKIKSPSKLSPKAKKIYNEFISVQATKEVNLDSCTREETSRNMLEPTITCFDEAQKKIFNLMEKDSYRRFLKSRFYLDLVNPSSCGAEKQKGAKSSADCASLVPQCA
# RGS4 pot = potentiators or activators of RGS4; HEK293 M3R/inducible RGS4, carbachol calcium flux Fluo4; stronger effect = lower value; B-score at 10 µM; 310,000 compounds, 0.92% hits; AID 463111;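 active means B-score of the integrated calcium signal more than 4 SD below the library mean, with starting fluorescence not abnormally high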;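 further: negative B-score means reduced calcium response which marks RGS4 activation or potentiation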
#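 System – HEK293 FlpIn-TREx cells, stable M3R, doxycycline-inducible RGS4 · Reagent – ECmax carbachol challenge · Times – compound preincubation 20 min at room temperature before agonist · Technique – Fluo4 fluorescence kinetic imaging of calcium · Measure – B score of integrated Fluo4 ratio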
# MrgX1 ag = agonists of human MrgX1 receptor | B-score at 10 µM | AID 588627 | Q96LB2 | MrgX1-HEK293 cells, Fluo-4 calcium fluorescence, agonist mode; stronger effect = higher value | 310,000 compounds, 0.44% hits;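 active means calcium response B-score plate-corrected fluorescence ratio at least 3 library SD, with starting fluorescence B-score inside 5 SD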
#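 Test system: HEK293 cells stably expressing human MrgX1 receptor; amount: 15,000 cells per well; doses: compound delivered in addition one of three; times: overnight plating before 1 h dye loading; detection: Fluo-4 NW calcium-flux fluorescence, kinetic read; read-out basis: B-scored fluorescence response ratio; controls: positive and negative controls per plate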
# TMEM16A inh = mouse TMEM16A channel inhibition, primary screen | Q8BHY3 | HEK293 TMEM16A/YFP iodide influx fluorescence, ionomycin | normalized B-score (activity score, 25-100; higher = stronger inhibition) at 10 µM | 310,000 compounds, 1.2% hits | AID 588511;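 active means ratio plate-corrected score three or more library SD toward inhibition, starting fluorescence score within five deviations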;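 further: score derived from kinetic fluorescence span divided by baseline fluorescence per well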
# KCNQ1 block = human KCNQ1 channel inhibition; P51787; CHO-K1 KCNQ1, FluxOR thallium flux fluorescence; stronger effect = higher value; B-score at 10 µM; 310,000 compounds, 1.3% hits;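 active means compounds whose thallium flux B-score, printed positive for inhibition, exceeds three library SD while starting fluorescence stays within three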;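 further: channel opened by potassium depolarization with thallium stimulus after 20 min compound exposure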
# KCNQ1 act = human KCNQ1 channel potentiation or activation; CHO-K1 KCNQ1, thallium flux FluxOR fluorescence; stronger effect = higher value; B-score at 10 µM; 310,000 compounds, 0.35% hits;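 active means fluorescence ratio B-score, a plate-corrected score, at least three library SD, with initial intensity B-score within 5 SD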
#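 Doses: Single concentration per compound, DMSO matched to controls | Test system: KCNQ1-transfected CHO-K1 cells | Timing: 90 min dye loading and 20 min compound exposure, both at room temperature | Measured by: Kinetic FluxOR thallium fluorescence, 10-s 1-Hz baseline, 110-s post-stimulus read | Medium: Assay buffer with matched DMSO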
# KCNK3 inh = human KCNK3 channel inhibition, primary screen; 340,000 compounds, 0.84% hits; B-score at 10 µM; O14649; CHO-KCNK3 thallium flux, FluxOR fluorescence; stronger effect = lower value;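 active means B-score under library mean minus 4 SD, starting fluorescence ratio at most library mean plus 5 SD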;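 further: more negative B-score means stronger inhibition of thallium flux through KCNK3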
# Target sequence (O14649 whole entry, looked up): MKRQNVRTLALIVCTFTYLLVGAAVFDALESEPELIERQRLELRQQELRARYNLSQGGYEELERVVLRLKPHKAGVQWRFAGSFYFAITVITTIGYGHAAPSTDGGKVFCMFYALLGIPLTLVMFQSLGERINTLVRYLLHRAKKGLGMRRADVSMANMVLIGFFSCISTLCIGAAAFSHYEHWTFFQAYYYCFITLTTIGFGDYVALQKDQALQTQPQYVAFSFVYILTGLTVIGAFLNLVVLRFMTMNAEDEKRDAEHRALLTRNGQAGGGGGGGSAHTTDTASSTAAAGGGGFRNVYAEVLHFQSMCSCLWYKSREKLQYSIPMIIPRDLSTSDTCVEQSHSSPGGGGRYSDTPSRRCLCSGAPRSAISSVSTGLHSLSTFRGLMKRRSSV
# MrgX1 PAM = allosterically activates human MrgX1 receptor signaling | MrgX1-HEK293, Fluo-4 calcium flux, FDSS; stronger effect = higher value | B-score at 10 µM | 310,000 compounds, 0.63% hits | AID 588675;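 active means plate-corrected calcium response at least 3 library SD above typical, normal starting fluorescence, not activating the receptor alone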;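 further: compound read alongside a low EC10 to EC30 dose of BAM8-22 agonist; peak minus trough fluorescence over baseline measured at the second addition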
# Starred values were filed as active, the others as inactive; i = inactive; . = no result given.
# Value order: TMEM16A act	hERG rescue	KCNK9 inh	RGS4 block	RGS4 pot	MrgX1 ag	TMEM16A inh	KCNQ1 block	KCNQ1 act	KCNK3 inh	MrgX1 PAM
Cn1cc(CNC(=O)COc2ccc(Cl)cc2Cl)cn1
    i	-13.3	i	i	i	i	i	i	i	i	i
Cc1ccc2sc(NNC(=O)c3ccc4c(c3)OCCO4)nc2c1C
    i	-0.5	i	i	i	i	i	i	i	i	i
CCOC(=O)CSc1nc2ccccc2c(=O)n1CCC(=O)NCCc1ccc(OC)c(OC)c1
    i	-8.2	i	i	i	i	i	i	i	i	i
COc1ccc(/C=C/C(=O)Nc2sc3c(c2C(=O)NCc2cccnc2)CCCC3)cc1
    i	-23.7	i	i	-8.72*	i	i	i	i	i	i
O=C(NCC1CCCCC1)c1ccccc1[N+](=O)[O-]
    i	-6.5	i	i	i	i	i	i	i	i	i
Cn1nc(-c2ccc(OCC(=O)Nc3ccccc3)cc2)c2ccccc2c1=O
    i	-12.9	i	i	i	i	i	i	i	i	i
O=C(NC(=S)N1CCN(Cc2ccc3c(c2)OCO3)CC1)c1ccc(Cl)cc1
    i	23.9*	i	i	i	i	i	i	11*	i	i
Cc1cc(NC(=O)CN2C(=O)NC(C)(c3ccc(OC(F)F)cc3)C2=O)no1 (centres undefined)
    i	-10.4	i	i	i	i	i	i	i	i	i
CCC(c1nnnn1C1CCCC1)N(Cc1cccs1)Cc1cc2cc(C)ccc2[nH]c1=O (centres undefined)
    i	-14.7	i	i	i	i	i	i	i	i	i
CC(=O)NC1C(Oc2ccc(C)cc2)OC2COC(c3ccco3)OC2C1O (centres undefined)
    i	-2.1	i	i	i	i	i	i	i	i	i
Cc1cc(NC(=O)CSc2nnc(CNC(=O)c3ccc(F)cc3)o2)no1
    i	-5.8	i	i	i	i	i	i	i	i	i
CCOc1ccc(S(=O)(=O)NCc2ccc(C)cc2)c2cccnc12
    i	-7.3	i	i	i	i	i	i	i	i	i
O=C(COc1ccc(N2CC(C(=O)O)CC2=O)cc1)Nc1cccc(C(F)(F)F)c1 (centres undefined)
    i	-15.3	i	i	i	i	i	i	i	i	i
Cc1c(OCC(=O)N2CCC(C(=O)NCCCC(=O)O)CC2)ccc2c1oc(=O)c1ccccc12
    i	-8.5	i	i	i	i	i	i	i	i	i
CC1CCC(NC(=O)CCNC(=O)c2ccc(Br)cc2)CC1 (centres undefined)
    i	-11.9	i	i	i	i	i	i	i	i	i
COc1ccc(CCN2C(=O)CC(N3CCN(C/C=C/c4ccccc4)CC3)C2=O)cc1OC (centres undefined)
    i	-6.7	i	i	i	i	i	i	i	i	i
COc1c(F)c(F)c(C(=O)O)c(Nc2cccc(C)c2)c1F
    i	-5.0	i	i	i	i	i	i	i	i	i
C=CCNC(=O)c1onc(CSc2ccccn2)c1C(=O)NCC=C
    i	-4.6	i	i	i	i	i	i	i	i	i
CCC(=O)NC(c1ccc(Cl)cc1Cl)c1ccc2cccnc2c1O (centres undefined)
    i	-6.0	i	i	i	i	i	i	i	i	i
CC1(C)CC(=O)c2cnc3c(C#N)cnn3c2C1
    i	-5.0	i	i	i	i	i	i	i	i	i
COC(=O)c1ccc(N=Cc2c(-c3ccccc3)[nH][nH]c2=O)cc1
    i	-10.2	i	i	i	i	i	i	i	i	i
COc1ccc(Nc2nc(C)nc3c2oc2ccccc23)c(OC)c1
    i	-5.1	i	i	i	i	i	i	i	i	i
CCc1sc(C(C2C(=O)CC(C)(C)CC2=O)C2C(=O)CC(C)(C)CC2=O)cc1[N+](=O)[O-]
    i	-16.8	i	30.5*	i	52.3*	i	i	i	i	i
Cc1ccc(NC(=O)COC(=O)c2cc(Cl)ccc2Cl)c(Br)c1
    i	-4.8	i	i	i	i	i	i	i	i	i
Clc1ccc(C2CC(c3cccs3)n3ncnc3N2)c(Cl)c1 (centres undefined)
    i	-2.2	i	i	i	i	i	i	i	i	i
S=C1Cc2ccccc2N1
    i	-9.7	i	i	i	.	.	i	i	i	.
Cn1c(Cn2c(=O)sc3ccccc32)nnc1SCC(=O)Nc1ccc(Cl)cc1
    i	.	.	.	.	i	i	.	.	i	i
COc1cc(/C=C/c2ccc3cccc(O)c3n2)c(Br)cc1O
    i	-8.1	i	i	i	i	i	i	i	i	i
CC(Oc1cccc(Cl)c1)C(=O)Nc1cc(S(=O)(=O)N2CCOCC2)ccc1N1CCCC1 (centres undefined)
    i	-16.1	i	i	i	i	i	i	i	i	i
COc1ccc(-n2c(SCC(=O)N3CCCCC3C)nnc2-c2cccnc2)cc1 (centres undefined)
    i	-4.8	i	i	i	i	i	i	i	i	i
COC(=O)CN1C(CN2CCOCC2)=Nc2ccc(Br)cc2C1c1ccccc1 (centres undefined)
    i	-12.2	i	i	i	i	i	i	i	i	i
CCNc1nc(NCC)n2c(SCC(=O)Nc3cc(Cl)ccc3OC)nnc2n1
    i	-10.9	i	i	i	i	i	i	i	i	i
CCc1cc2c(=O)c(-c3ccc4c(c3)OCO4)coc2c(CN(C)C)c1O
    i	-5.0	i	i	i	i	i	i	i	i	i
Cc1oc2cc(O)cc(C)c2c(=O)c1-c1cnn(-c2ccccc2)c1
    i	-10.9	i	i	i	i	i	i	i	i	i
C=CCN1CCN(c2ccncc2S(=O)(=O)N2CCCCC2)CC1
    i	-6.1	i	i	i	i	i	i	i	i	i
Cc1nn(C)c(C(=O)NNC(=S)NC2CCCCC2)c1Cl
    i	-4.7	i	i	i	i	i	i	i	i	i
O=C(O)COc1ccc(S(=O)(=O)c2ccc(OCC(=O)O)cc2)cc1
    i	-8.8	i	i	i	i	i	i	i	i	i
CCCCNC(=S)N(C)/N=C/c1c(F)cccc1F
    i	-6.9	i	i	i	i	i	i	i	i	i
CCc1ccccc1NC(=S)NCc1ccc2c(c1)OCO2
    i	-7.1	i	i	i	i	i	i	i	i	i
CC(C)[C@H]1CC[C@@H](C)C(C(=O)c2ccccc2)C1=O (some centres undefined)
    i	-5.0	i	i	i	i	i	i	i	i	i
CC(C)(C)CN1CCN(Cc2nc(-c3ccc(F)cc3)cs2)CC1CCO (centres undefined)
    i	-9.2	i	i	i	i	i	6*	i	i	i
Cc1cccc(NC(=S)/N=C(\N)Nc2nc(C)c3ccc(C)cc3n2)c1
    i	-8.4	i	i	i	i	i	i	i	i	i
NCC(O)CN(c1ccccc1)c1ccccc1 (centres undefined)
    i	-2.2	i	i	i	i	i	i	i	i	i
CC(C)(C)NC(=O)CN(C(=O)CS(=O)CC(=O)Nc1ccc(F)cc1)c1cccc(F)c1 (centres undefined)
    i	-11.6	i	i	i	i	i	i	i	i	i
Cc1ccc(C2=C/C(=C\c3cccnc3)C(=O)O2)cc1
    i	-6.3	i	i	i	i	i	i	i	i	i
c1ccc2c(c1)oc1c(NCCCn3ccnc3)ncnc12
    i	-11.2	i	i	i	i	i	i	i	i	i
CCOC(=O)Cc1c(C)nc2c(-c3ccccc3OC)c(C)nn2c1C
    i	-7.0	i	i	i	i	i	i	i	i	i
COc1ccc(CCNC(=O)CCN2C(=O)[C@@H]3Cc4ccccc4CN3C2=O)cc1
    i	-8.6	i	i	i	i	i	i	i	i	i
COc1ccc(NC(=O)/C(=C\c2ccc(F)cc2)NC(=O)c2ccco2)cc1
    i	-9.9	i	i	i	i	i	i	i	i	i
c1ccc(-c2nnc3n2CCCC3)cc1
    i	-5.7	i	i	i	i	i	i	i	i	i
O=[N+]([O-])c1ccc(S(=O)(=O)Nc2cccc(-c3ccc(N4CCCC4)nn3)c2)cc1
    i	-3.3	i	i	i	i	i	i	i	i	i
Cc1cccc(NC(=O)CNC(=O)CN2C(=O)NC3(CCCCC3C)C2=O)c1C (centres undefined)
    i	-1.5	i	i	i	i	i	i	i	i	i
COc1ccc(Br)cc1/C=N/NC(=O)CN1CCCCC1
    i	-9.1	i	i	i	i	i	i	i	i	i
Cc1cccc(OCC(=O)Nc2ccc(C(=O)O)cc2NC(=O)COc2cccc(C)c2)c1
    i	-10.0	i	i	i	i	i	i	i	i	i
O=C(c1cn(-c2ccccc2)nc1-c1ccncc1)n1nnc2ccccc21
    i	-10.1	i	i	i	i	i	i	i	i	i
CCN1c2ccccc2-c2nc3ccccc3n2C1c1ccncc1 (centres undefined)
    i	-9.8	i	i	i	i	i	i	i	i	i
CCn1cc(C2=NC(C)CO2)c2ccccc21 (centres undefined)
    i	-3.1	i	i	i	i	i	i	i	i	i
Nc1ncnc2c1ncn2C1CCCC1
    i	.	.	.	.	i	i	.	.	i	i
NC(CSC12CC3CC(CC(C3)C1)C2)C(=O)O (centres undefined)
    i	-1.8	i	i	i	i	i	i	i	i	i
CCOC(=O)C1CCCN(C(=O)c2cn(CC(C)C)c(=O)c3cc(OC)c(OC)cc23)C1 (centres undefined)
    i	-14.6	i	i	i	i	i	i	i	i	i

# (listing goes on)
# Value order: TMEM16A act	hERG rescue	KCNK9 inh	RGS4 block	RGS4 pot	MrgX1 ag	TMEM16A inh	KCNQ1 block	KCNQ1 act	KCNK3 inh	MrgX1 PAM
COCCNC(=O)Cn1cc2c(n1)CCCCC2
    i	-8.7	i	i	i	i	i	i	i	i	i
CC1=C/C(=C/N(C)c2ccccc2)C(=O)S1
    i	-9.4	i	i	i	i	i	i	i	i	i
COc1ccc(S(=O)(=O)Cc2ccc(C(=O)N3CCN(c4cccc(C)c4)C(C)C3)o2)cc1 (centres undefined)
    i	-1.8	i	i	i	i	i	i	i	i	i
O=C(Nc1cccc(S(=O)(=O)NC2=NCCC2)c1)C1CCC1
    i	-7.0	i	i	i	i	i	i	i	i	i
CCCc1ccc(OCc2ccc(C(=O)NN)o2)c(OC)c1
    i	-6.1	i	i	i	i	i	i	i	i	i
O=C(NCc1ccccc1)c1ccc(Oc2ccc(C(=O)NCc3ccccc3)cc2)cc1
    i	-8.2	i	i	i	i	i	i	i	i	i
O=C(COC(=O)/C=C/c1ccccc1Cl)NCCNC(=O)COC(=O)/C=C/c1ccccc1Cl
    i	-5.2	i	i	i	i	i	i	i	i	i
